# High-throughput results (PubChem)
# ERp5 inh: inhibitors of human ERp5; Q15084; 350,000 compounds, 0.05% hits; inhibition, % at 9.99 µM; ERp5 insulin aggregation, absorbance 650 nm, 90 min;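 active means mean replicate inhibition above about 25%, with every replicate also reaching it, limit read from the data, passing the limit was not always enough; inconclusive means only one of those two criteria met; inactive means neither criterion met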
# Target sequence (Q15084 whole entry, looked up): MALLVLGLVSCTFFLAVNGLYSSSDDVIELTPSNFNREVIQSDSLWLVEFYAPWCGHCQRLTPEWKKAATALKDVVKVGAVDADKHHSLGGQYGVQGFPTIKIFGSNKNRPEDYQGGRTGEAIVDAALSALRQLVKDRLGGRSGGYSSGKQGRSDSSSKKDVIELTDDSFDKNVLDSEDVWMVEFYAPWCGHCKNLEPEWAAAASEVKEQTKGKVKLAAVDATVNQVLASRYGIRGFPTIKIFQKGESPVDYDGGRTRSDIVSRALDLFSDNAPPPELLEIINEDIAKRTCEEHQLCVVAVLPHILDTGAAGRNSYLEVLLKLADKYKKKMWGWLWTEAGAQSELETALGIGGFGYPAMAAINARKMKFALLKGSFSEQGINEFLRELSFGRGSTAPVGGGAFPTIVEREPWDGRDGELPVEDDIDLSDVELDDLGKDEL
# miR122 inh: inhibitors of miR-122 in Huh7 cells; Huh7 miR-122 Renilla luciferase sensor, 48 h; neutral wells = 0, positive control = 100; AID 602342; activation (reporter increase), % at 12.5 µM; 340,000 compounds, 0.3% hits;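 active means mean replicate activation score at least 90 and every replicate individually at or above 90; inconclusive means only one of the two criteria met; inactive means neither criterion met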;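 further: higher luciferase means less miR-122 activity so hits act as miR-122 inhibitors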
# SIRT5 inh: inhibitors of human sirtuin-5 desuccinylase; Purified SirT5, succinyl-peptide AMC, trypsin-coupled fluorescence; Q9NXA8; 330,000 compounds, 1.1% hits; AID 652115; inhibition, % at 15 µM; in the data active means inhibition above about 15%; inconclusive means no clear call, values can overlap the other calls
# Target sequence (Q9NXA8 whole entry, looked up): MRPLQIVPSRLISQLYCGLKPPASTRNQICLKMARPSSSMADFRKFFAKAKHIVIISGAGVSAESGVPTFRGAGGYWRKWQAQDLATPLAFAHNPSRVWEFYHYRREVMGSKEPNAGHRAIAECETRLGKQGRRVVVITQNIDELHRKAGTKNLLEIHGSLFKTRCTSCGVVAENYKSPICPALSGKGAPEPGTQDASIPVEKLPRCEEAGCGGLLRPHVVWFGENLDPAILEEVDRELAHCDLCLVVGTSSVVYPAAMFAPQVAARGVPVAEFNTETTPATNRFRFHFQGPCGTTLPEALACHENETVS
# F508del corr: CFTR F508del correction in bronchial cells; CFBE cells, YFP halide quenching; stimulated with forskolin plus potentiator P3; % fluorescence drop versus neutral controls; activity (quench increase), % at 7.58 µM; 350,000 compounds, 0.36% hits;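 active means mean added fluorescence quench of at least 8% versus neutral control, with both replicates also reaching 8%; inconclusive means only one of the mean or replicate conditions met; inactive means mean below 8% and not both replicates reaching 8%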;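 further: cells transiently co-express mutant CFTR-F508del with the halide-sensitive YFP; corrector assay measuring rescue of mutant channel to the surface after 24 h compound exposure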
# ERAP1 inh: ERAP1 (human) enzyme inhibition; Q9NZ08; recombinant ERAP1, Leu-AMC fluorescence, 60 min; inhibition, % at 10.7 µM; 340,000 compounds, 0.15% hits; AID 652197;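 active means mean replicate inhibition of at least 30%, or all replicates individually reaching that 30% level; inactive means mean below 30% and not every replicate reaching it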;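 further: 0% = neutral control wells and 100% = L-leucinethiol positive control wells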
# CASP6 VEID inh: caspase-6 (human) enzyme inhibition. inhibition, % at 12.5 µM. 350,000 compounds, 0.53% hits. purified caspase-6, Z-VEID-R110 cleavage fluorescence. P55212;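 active means mean inhibition across replicates at least about 35%, with every replicate also reaching that limit, limit read from the data; inconclusive means only one of the two criteria met; inactive means neither criterion met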;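 further: 0% = median of neutral control wells and 100% = no fluorescence left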
# Target sequence (P55212 24-179 limits assumed): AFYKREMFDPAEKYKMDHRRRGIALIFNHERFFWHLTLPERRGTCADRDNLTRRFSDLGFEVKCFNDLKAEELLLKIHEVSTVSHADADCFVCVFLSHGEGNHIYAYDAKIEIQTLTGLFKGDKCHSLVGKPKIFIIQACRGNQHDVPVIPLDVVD
# Target sequence (P55212 194-293 limits assumed): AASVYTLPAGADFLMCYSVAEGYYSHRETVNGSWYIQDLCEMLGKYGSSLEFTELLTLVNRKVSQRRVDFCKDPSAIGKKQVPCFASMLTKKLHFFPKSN
# DENV2 CPE: protects cells from dengue virus 2 cytopathic effect; DENV2-infected cells, cytopathic effect rescue, plate reader; CPE inhibition, % at 9.99 µM; 350,000 compounds, 1.7% hits; AID 651640; in the data active means CPE inhibition above about 20%, passing the limit was not always enough; inconclusive means no clear call, values can overlap the other calls; tested in BHK-21 cells;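 further: 0% = median of neutral control wells and 100% = median of positive control wells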
# The depositor's hits bear a star; ? = inconclusive; . = not tested or not shown; & = joins results of further samples; [ ] = another dose, or the depositor's remark.
Structure	ERp5 inh	miR122 inh	SIRT5 inh	F508del corr	ERAP1 inh	CASP6 VEID inh	DENV2 CPE
CN(C(=O)COc1ccc(C(C)(C)C)cc1)C1CCS(=O)(=O)C1 (stereo not drawn)	-0.2	-4.0	-4.0	-2.1	5.4	5.8	.
CSc1nc2ccc(S(=O)(=O)N3CCOCC3)cc2s1	-1.3	-0.2	-1.0	-2.4	10.8	1.5	8.2
COCCNC(=O)C[C@@H]1C=C[C@H](NC(=O)NC2CCCCC2)[C@H](CO)O1	-2.3	4.7[16.7 µM]	2.3	1.1	-0.6	-3.6	4.5
Cc1ccc(NC2CCCN(C(=O)c3cccc(-c4ncc[nH]4)c3)C2)cc1C (stereo not drawn)	8.3	.	-2.9	3.9	-0.3	-1.8	-4.3
O=C(O)COc1ccccc1/C=C1\C(=O)Nc2ccc(Br)cc21	5.2	.	-0.4	1.6	-26.6	9.6	6.7
CN(Cc1ccccc1)C(=O)CNC(=O)C12CC3CC(CC(C3)C1)C2	-2.7	3.5	-6.8	-0.6	-4.4	0.3	5.0
COc1ccc(NC(=O)CSc2nnc(Cn3c(=O)sc4ccccc43)n2C)c(OC)c1	3.6	3.9	.	-1.3	-0.8	-2.6	2.5
COc1cc(C(=O)NCC(C)(C)CNC(=O)c2cc(OC)c(OC)c(OC)c2)cc(OC)c1OC	-5.5	0.0	-0.3	0.4	-6.1	0.7	1.7
COC(=O)[C@@H](c1ccccc1)N(C)S(=O)(=O)c1cccc(S(=O)(=O)N(C)[C@@H](C(=O)OC)c2ccccc2)c1	0.3	25.4	.	-1.0	-0.1	0.7	-6.7
Cc1ccc(-c2nc3c(Cl)cc(C(F)(F)F)cn3c2Cc2cccc(F)c2)cc1	-1.1	0.9	22.4*	-2.0	3.2	0.0	-2.3
C=CCOc1ccc(/C=C2\SC(=S)N(NS(=O)(=O)c3ccccc3)C2=O)cc1	-2.8	.	4.1	0.7	6.1	7.2	13.7
CCCOc1ccc(C(=O)NCC(c2cccs2)N(C)C)cc1 (stereo not drawn)	-0.5	-5.1	-0.9	-2.7	-0.5	-1.4	4.2
C=CCNc1nc2c(c(=O)[nH]c(=O)n2C)n1CCCc1ccccc1	-1.2	1.6	3.8	1.1	2.4	0.8	?
CCC(=O)N1CC2(CC(c3cccc([N+](=O)[O-])c3)=NO2)C[C@H]1C(=O)NCC(N)=O (stereo partly drawn)	-5.9	0.4	-3.6	-5.5	1.0	-10.4	0.8
Cc1ccc(C)c(OCCCC(=O)NC2CCCCC2)c1	1.6	4.9	7.4	-0.3	0.8	0.1	1.8
CCOC(=O)C1CCCN(CCC(=O)Nc2ccc(C)c(C)c2)C1 (stereo not drawn)	-5.9	-1.3	-1.1	0.3	-3.9	6.5	-5.1
CN1CCN(C(=O)C[C@H]2CC[C@H]3[C@H](COc4ccc(NC(=O)C5CC5)cc4C(=O)N3C)O2)CC1	-0.3	-2.9[16.7 µM]	-15.5	0.2	0.2	2.4	-2.5
O=C(CN1CCOCC1)NCC[C@@H]1CC[C@@H](NC(=O)c2ccccc2F)[C@H](CO)O1	8.6	.	-0.7	0.3	1.6	-0.5	8.0
CCN(CC)S(=O)(=O)c1ccc(N2CCOCC2)c(NC(=O)c2cc3ccccc3o2)c1	-4.1	-6.1	.	-2.0	12.6	-1.1	-5.6
CCCc1ccc(S(=O)(=O)NCC2CCCN2CC)cc1 (stereo not drawn)	2.3	-1.4	-6.5	2.6	3.7	-8.0	0.9
O=C(COC(=O)c1ccccc1Cc1ccccc1)NC1CCS(=O)(=O)C1 (stereo not drawn)	4.3	2.0	-1.0	0.2	0.7	-0.2	-2.0
Cc1cc(C)n2nc(C(=O)N/N=C/c3cccc(Cl)c3)nc2n1	-1.5	.	-2.3	.	1.5	0.1	9.6
C[C@@H]1CCCCO[C@H](CN(C)C(=O)CCCN(C)C)[C@H](C)CN([C@@H](C)CO)C(=O)c2cc(N(C)C)ccc2O1	0.1	6.4[16.7 µM]	0.2	2.8	1.7	2.2	6.4
CCOC(=O)C1(C)CCCCN1C(=O)c1ccco1 (stereo not drawn)	2.9	-3.0	-2.2	0.9	-0.3	1.0	-1.2

# Another view of part of the listing above.
ERp5 inh,miR122 inh,SIRT5 inh,F508del corr,ERAP1 inh,CASP6 VEID inh,DENV2 CPE,mol
-1.5,.,-2.3,.,1.5,0.1,9.6,Cc1cc(C)n2nc(C(=O)N/N=C/c3cccc(Cl)c3)nc2n1
0.1,6.4[16.7 µM],0.2,2.8,1.7,2.2,6.4,C[C@@H]1CCCCO[C@H](CN(C)C(=O)CCCN(C)C)[C@H](C)CN([C@@H](C)CO)C(=O)c2cc(N(C)C)ccc2O1

# Next section:
Structure	ERp5 inh	miR122 inh	SIRT5 inh	F508del corr	ERAP1 inh	CASP6 VEID inh	DENV2 CPE
Cc1ccc(S(=O)(=O)N2C[C@H](O)COC[C@H]3O[C@@H](CC(=O)NCc4ccc5c(c4)OCO5)CC[C@@H]32)cc1	-4.5	-3.0[16.7 µM]	3.2	-2.6	-1.9	3.1	-1.3
O=C(NC(=S)N1CCCCCC1)c1ccccc1	-15.9	.	-0.4	1.2	1.3	1.8	-10.6
Cc1nnc(SCC(=O)NC(=O)NCCC(C)C)s1	6.1	-1.1	-0.7	2.4	-4.1	-2.4	-5.1
CN(CC(=O)Nc1ccccc1Cl)C(=O)COC(=O)c1ccc(C(F)(F)F)cc1	-3.2	-2.4	-2.0	0.7	0.3	0.4	3.3
CO[C@@H](CN(C)C(=O)c1cnccn1)[C@H](C)CN([C@@H](C)CO)S(=O)(=O)c1ccccc1	4.2	.	-1.3	-2.7	0.7	2.8	-0.2
C[C@H](CO)N1C[C@H](C)[C@@H](CN(C)S(C)(=O)=O)Oc2ccc(NC(=O)Nc3ccccc3)cc2CC1=O	1.3	7.8[16.7 µM]	-1.2	-0.6	0.3	-1.6	-3.0
C[C@@H]1CN([C@@H](C)CO)S(=O)(=O)c2ccc(-c3ccc(F)cc3)cc2O[C@H]1CN(C)Cc1ccccc1C(=O)O	3.5	8.6[16.7 µM]	0.1	-0.8	1.5	-0.5	-3.8
CC(=O)c1ccc(OC2(C)CCN(Cc3ccc4ccccc4c3)C2)cc1 (stereo not drawn)	-2.3	3.9	-1.9	5.6	3.3	-2.4	116.8*
O=C(Cn1c(=O)oc2cc(S(=O)(=O)N3CCCCC3)ccc21)N1CCc2ccccc2C1	-1.0	1.4	-3.0	-2.2	3.5	-1.0	11.1
CN1CCN(C(=O)[C@H]2[C@H](CO)[C@H]3Cn4c(ccc(-c5cncnc5)c4=O)[C@H]3N2CC2CC2)CC1	-1.1	.	-0.8	.	2.0	-7.0	6.8
O=C(Nc1cccc(Br)c1)c1cc(S(=O)(=O)N2CCOCC2)cs1	3.5	.	-1.7	-1.4	1.6	-2.2	5.2
CN(C)CCNc1ccc(CO)c2oc3ccc(O)cc3c(=O)c12	-0.7	-11.0	-0.5	1.9	6.6	-39.3	-0.3
CC(NC(=O)c1ccc(-c2ccccc2)cc1)C(c1ccccc1)N1CCOCC1 (stereo not drawn)	2.4	.	7.2	0.9	0.6	1.3	11.6
COc1ccc2c3c(n(C)c2c1)[C@H](CO)N(C(=O)C1CC1)CC31CN(C(=O)Nc2cccc(F)c2)C1	-6.1	.	6.7	0.9	0.3	0.1	11.2
CCN1CCN(S(=O)(=O)c2ccc(C(C)(C)C)cc2)CC1	-3.2	3.8	1.2	3.3	14.9	-4.4	-1.6
COCCNCc1cc(C)n(-c2cc(S(=O)(=O)N3CCOCC3)ccc2N2CCCC2)c1C	1.2	10.9	-0.8	-1.2	-2.3	-9.8	5.4
CO[C@@H]1CN(C)C(=O)c2cc(NC(=O)Nc3cccc(F)c3)ccc2OC[C@H](C)N(C(C)=O)C[C@H]1C	-5.9	-11.5[16.7 µM]	5.5	-2.3	-3.1	-2.2	-5.4
Cc1cc(C(=O)N2CCC(Cc3ccccc3)CC2)ccc1[N+](=O)[O-]	1.8	-5.8	1.1	2.8	5.1	5.3	-7.0
Cc1nc(N2CCCCC2)sc1C(=O)c1ccc(SCCO)c([N+](=O)[O-])c1	2.1	-6.7	-1.8	3.5	-5.7	-0.4	10.0
COc1ccc2nc(-c3ccco3)c(-c3ccco3)nc2c1	0.0	-7.3	10.1	1.4	12.2	47.1*	-2.1
O=C(NCCc1ccccc1)[C@H]1[C@H](CO)[C@H]2Cn3c(cccc3=O)[C@H]2N1Cc1ccncc1	4.1	0.2[16.7 µM]	-0.1	-1.6	0.4	1.9	0.0
O=C(Nc1ccc(Cl)cn1)c1cccc(OCc2ccccc2)c1	-2.0	-1.8	-7.1	-2.2	-5.7	-2.5	-5.2
COc1ccc(OC)c(CNc2ccc3c(c2)nc(C)n3C)c1	1.8	1.5	-0.4	0.6	-0.5	-3.5	12.5
C[C@@H]1CN([C@H](C)CO)C(=O)Cc2cc(NC(=O)CCCN(C)C)ccc2O[C@H]1CN(C)S(=O)(=O)c1ccc(F)cc1	0.3	-9.7[16.7 µM]	-6.5	-2.5	3.2	-7.8	-1.6
Cc1ccccc1S(=O)(=O)N1[C@@H]2CNC[C@H]1C2c1ccc(-c2ccccc2)cc1 (stereo partly drawn)	-4.7&-6.4	.	-0.4&7.4	-3.3&0.1	-2.5&-0.8	-0.4&-0.1	-9.3&0.2
CCCc1cn([C@@H]2C[C@@H]3O[C@H](CO)CC[C@@H]3O[C@@H]2CCc2ccc(-c3cccc(OC)c3)cc2)nn1	-2.0	.	8.1	-0.1	0.3	1.6	1.8
C[C@@H]1CCCCO[C@@H](CN(C)Cc2ccccc2)[C@H](C)CN([C@H](C)CO)C(=O)c2cc(NC(=O)NC3CCCCC3)ccc2O1	5.9	-9.9[16.7 µM]	0.2	0.9	1.2	0.5	-3.9
Cc1ccc(S(=O)(=O)N2CCN(C(=O)c3cccs3)CC2)c(C)c1	3.6	-5.4	-3.4	0.9	-0.3	-1.3	2.1
COc1cc(C(c2c(O)nc(SC)[nH]c2=O)c2c(O)nc(SC)[nH]c2=O)cc(OC)c1OC	-7.2	-1.1	-1.1	-1.3	-1.5	1.9	0.1
O=C(N/N=C/c1ccc2c(c1)OCO2)c1cccnc1	5.3	.	-0.9	2.3	-2.1	3.9	4.6
O=S(=O)(c1ccc(Cl)cc1)N1CCN(c2ccccn2)CC1	-2.3	5.1	-2.7	-4.3	-1.3	-1.9	-7.7
NC(Cc1ccccc1)c1csc(NC(=O)Nc2ccccc2Oc2ccccc2)n1 (stereo not drawn)	-1.2	-18.4	-4.4	0.2	0.6	0.2	1.2
COCCN(C(=O)COC(=O)/C=C/c1cccs1)c1c(N)n(Cc2ccccc2)c(=O)[nH]c1=O	-12.2	.	-11.9	-1.1	-2.2	0.0	?
Cc1cc2nc(C(C)(C)C)c(Cc3ccccc3C(F)(F)F)n2c(C)c1Br	0.0	.	0.1	2.5	.	-4.4	-3.2
COc1ccc(NC(=O)Nc2ccc3c(c2)C(=O)N([C@H](C)CO)C[C@@H](C)[C@H](CN(C)Cc2ccccc2)OCCCC[C@@H](C)O3)cc1	0.1	-2.5[16.7 µM]	-1.6	-2.7	-2.7	-1.6	-7.1
O=C(CSCc1ccccc1)N1CCN(S(=O)(=O)c2ccc(F)cc2)CC1	4.6	-1.5	-0.4	-0.5	2.0	-4.0	-3.3
C=CCn1c(SCC(=O)NC2(C#N)CCCCC2)nnc1-c1ccncc1	-1.3	.	-3.0	1.9	-5.1	2.1	5.0
COc1ccc(OC)c(S(=O)(=O)N2CCCC(C(=O)N3CCOCC3)C2)c1 (stereo not drawn)	4.0	-6.3	-3.9	-1.6	-1.2	-2.3	7.3
COC(=O)c1nc(-c2ccccc2)n[nH]1	7.0	6.6	-5.0	.	-1.1	0.6	.
CCN(C(=O)c1ccc(=O)n(C)n1)c1c(N)n(Cc2ccccc2)c(=O)[nH]c1=O	-7.6	-2.1	.	1.4	-1.4	0.6	2.3
COc1ccc(N2CC(C(=O)N3CCN(c4ccccc4OC)CC3)CC2=O)cc1 (stereo not drawn)	2.3	-6.9	0.3	2.4	1.8	-0.7	7.4
